Source: PubChem
PLK1 PBD block: blocks phosphopeptide binding to human PLK1 polo-box domain. P53350. Plk1 PBD binding of FITC phosphopeptide, fluorescence polarization. Potency, µM, without a hit: max response, negative = inhibition, actives largely listed as inhibitors. 360,000 tested, 2.8% active. AID 720504; note: potency is the fitted concentration of half-maximal effect; series mostly up to about 57 µM; % is set by controls: 0 for no effect and ±100 for the full control effect; nearly all actives have a fitted effect of over 65% in size
aSyn yeast inh: inhibitors of alpha-synuclein toxicity in yeast. Yeast expressing alpha-synuclein, growth rescue, BacTiter-Glo, 24 h. Potency, µM (series often up to 46.1 µM), without a hit: at the top dose growth rescue (activation), most hits filed as activators. 370,000 tested, 0.14% active; note: potency is the fitted concentration of half-maximal effect; % of control where 0% means no effect; nearly all actives have a fitted effect of over 65% in size
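Rescue of yeast growth: cells expressing toxic alpha-synuclein, induced in galactose at OD600 0.02, incubated with compound 24 h at 30 C. ATP luminescence quantified growth; inhibitors of toxicity appear as activators.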
FUS suppressor: suppressors of FUS proteinopathy in yeast | Potency, µM (top dose mostly 76.6 µM), inactives show top-dose growth rescue (activation), usual class: activators | 390,000 tested, 0.24% active | S. cerevisiae FUS-expressing, growth rescue, OD600, 24 h;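 note: potency is the fitted concentration of half-maximal effect; plate controls were DMSO vehicle for no effect and reference control for full effect; nearly all actives have a fitted effect of over 55% in size; some results filed as inactive show a strong effect at the top dose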
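Cultures pregrown in 2.5% raffinose medium are shifted to minimal medium containing 2% galactose to express toxic FUS. Compounds are tested at several concentrations. After 24hr at 30C, growth is quantified at 600 nm absorbance.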
EPAC1 antag: blocks human EPAC1 exchange factor; 360,000 tested, 0.14% active; Potency, µM (series often up to 115 µM), inactives show top-dose activity change, negative = inhibition, actives largely listed as inhibitors; O95398; EPAC1 GEF assay, Rap1b-BODIPY-GDP exchange fluorescence;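 note: potency is the fitted concentration of half-maximal effect; plate controls were vehicle for no effect and positive control for full effect; nearly all actives have a fitted effect of over 50% in size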
Target sequence (O95398 whole entry, looked up): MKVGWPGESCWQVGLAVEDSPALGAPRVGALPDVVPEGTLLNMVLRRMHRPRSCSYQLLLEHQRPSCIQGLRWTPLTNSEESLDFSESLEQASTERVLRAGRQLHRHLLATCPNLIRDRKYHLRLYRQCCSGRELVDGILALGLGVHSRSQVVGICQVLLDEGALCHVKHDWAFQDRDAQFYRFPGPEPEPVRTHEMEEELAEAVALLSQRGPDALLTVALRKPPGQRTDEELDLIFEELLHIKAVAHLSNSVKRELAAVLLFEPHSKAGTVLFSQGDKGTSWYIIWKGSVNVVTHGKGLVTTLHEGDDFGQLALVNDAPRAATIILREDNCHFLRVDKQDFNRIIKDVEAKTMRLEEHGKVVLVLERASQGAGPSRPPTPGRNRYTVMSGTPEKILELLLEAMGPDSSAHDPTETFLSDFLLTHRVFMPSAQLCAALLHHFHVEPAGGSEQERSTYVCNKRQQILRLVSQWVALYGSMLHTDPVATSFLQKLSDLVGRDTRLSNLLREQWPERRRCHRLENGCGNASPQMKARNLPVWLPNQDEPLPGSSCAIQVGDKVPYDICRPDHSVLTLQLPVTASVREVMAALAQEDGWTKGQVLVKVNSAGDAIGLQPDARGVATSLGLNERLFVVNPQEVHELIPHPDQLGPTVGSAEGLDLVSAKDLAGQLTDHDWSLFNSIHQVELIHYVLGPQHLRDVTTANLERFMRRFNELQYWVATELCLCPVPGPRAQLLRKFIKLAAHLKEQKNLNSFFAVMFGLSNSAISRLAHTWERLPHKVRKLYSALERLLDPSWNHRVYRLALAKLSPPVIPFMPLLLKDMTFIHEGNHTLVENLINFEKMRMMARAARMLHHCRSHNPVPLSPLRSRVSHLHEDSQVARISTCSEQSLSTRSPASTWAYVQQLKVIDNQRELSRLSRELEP
WRN inhibitor: blocks human WRN helicase. AID 651768. Potency, µM (series often up to 114 µM), for inactives: at the top dose activity change, negative = inhibition, actives largely listed as inhibitors. WRN helicase unwinding, fluorescent forked duplex, kinetic. 360,000 tested, 0.46% active; note: potency is the fitted concentration of half-maximal effect; % is set by controls: 0 for no effect and ±100 for the full control effect; nearly all actives have a fitted effect of over 55% in size
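Kinetic red-fluorescence monitoring (525/598 nm) tracks WRN helicase activity after 100 nM fluorophore-quencher forked duplex and 2 mM ATP are added to 20 nM enzyme pretreated 15 min at room temperature with compound.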
IL-2 act: IL-2 activation. AID 652025. 360,000 tested, 0.065% active. activation, % (series mostly up to about 46 µM). IL-2 activation reporter assay, cell-based qHTS; stimulated with anti-CD3/CD4/CD28 beads; in transgenic mouse T cells; in the data active = activation above about 50%; inconclusive = mostly about 30% to 49%; note: 0% is about no effect
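Screening format: compound pinned onto unstimulated transgenic mouse T cells, 60 min incubation, then anti-CD3/anti-CD4/anti-CD28 bead stimulation for 18 hours at 37 degrees C, followed by EGFP and DsRed detection.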
PI5P4K alpha inh: blocks human PI5P4K alpha kinase activity; AID 652105; P48426; PI5P4Kalpha enzyme, ADP-Glo luminescence, 60 min; active compounds read low; 330,000 tested, 1.2% active; max response, %; active = max response of -50% or lower; inconclusive = between -30% and -50%; inactive = -30% or higher; note: value at the top dose of about 77 µM; % is set by controls: 0 for no effect and ±100 for the full control effect
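Enzyme plus substrate dispensed, test compounds pinned in, then ATP (5 microM final) added. After 60 min at RT, ADP-Glo reagent 1 for 45 min and reagent 2 for 30 min preceded luminescence imaging.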
Abeta yeast res: A-beta toxicity reversal in yeast; yeast expressing A-beta42, growth rescue, OD600, 48 h; response scale: 0% DMSO, 100% iron-clioquinol control; Potency, µM (top dose mostly 46.1 µM), inactives show at the highest dose growth rescue, most hits filed as activators; 410,000 tested, 0.063% active; note: potency is the fitted concentration of half-maximal effect; nearly all actives have a fitted effect of over 55% in size
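Yeast growth medium received pinned compounds, then yeast cells expressing toxic A-beta were added; plates incubated at 30 C for 48 hr. Growth read as absorbance at 600 nm, normalized to DMSO and equimolar FeCl3 plus clioquinol controls.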
EPAC1 agonist: EPAC1 (human) agonism | 360,000 tested, 0.073% active | AID 720707 | EPAC1 agonist qHTS, biochemical assay; response scale: 100% = response to 6.5 mM cAMP | Potency, µM (highest dose often 154 µM), inactives show top-dose activation, hits mostly activators; note: potency is the fitted concentration of half-maximal effect; nearly all actives have a fitted effect of over 60% in size
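EPAC1 100 nM, Rap1B–BODIPY-GDP 250 nM, unlabeled GDP 50 uM; compound titration; 5 min RT; kinetic read ex480/em540 at 5-min intervals ×30 min; data normalized to 6.5 mM cAMP agonist control.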
Active calls of the source: *; ? = inconclusive; . = not tested or not shown; & = joins results of further samples; [ ] = another dose, or the depositor's remark. Unless noted, calls come from the whole dose curve; as a rule, active = well fitted curve in the direction sought with a large enough effect; inconclusive = small, poorly fitted or top-dose-only effect, or another doubt; inactive = no such curve, though single readings can be large; an effect the other way counts as inactive or inconclusive.

The line under a structure holds: PLK1 PBD block, aSyn yeast inh, FUS suppressor, EPAC1 antag, WRN inhibitor, IL-2 act, PI5P4K alpha inh, Abeta yeast res, EPAC1 agonist
O=C(NCC(O)COc1ccc([N+](=O)[O-])cc1)Nc1ccccc1 (stereo not given)
→ 2%, 0%, -2%, 15%, 4%, -3.2, -2, -2%, 1%
O=C(NCCc1ccccc1F)c1cccc2cccnc12
→ -2%, 1%, 29%, 16%, 0%, -0.3, 0, -20%, -2%
COc1ccc(C2CC(=O)C=C(NCCC(C)C)C2)cc1 (stereo not given)
→ -2%, 2%, 17%, 14%, 9%, 0.4, -2, 6%, -7%
CC(C)(C)NC(=O)Cn1cc(C#N)c2cc(Br)ccc21
→ 0%, -15%, -3%, 4%, 4%, 5.2, ., 7%, -1%
O=C(Nc1ccc(S(=O)(=O)N2CCCCC2)cc1)c1ccc(Cl)nc1
→ -12%, -4%, -13%, -14%, 4%, -0.5, -7, 2%, 1%
Cc1ccc(C(=O)O)cc1NC(=S)NCCc1ccccc1
→ -1%, 0%, 9%, 14%, 6%, -1.5, -1, 11%, -1%
COCCN(C(=O)CSc1nnc(-c2cccc(Cl)c2)n1N)c1c(N)n(CC(C)C)c(=O)[nH]c1=O
→ -21%, -4%, 2%, 4%, 3%, -4.3, -1, -5%, -6%
COc1ccc(N2CCN(C(=O)c3ccc(NC(=O)C4=CSCCO4)cc3)CC2)cc1
→ -6%, 8%, 8%, -3%, 0%[11.6 µM], -0.5, -3, 1%, 7%
COC(=O)C1=C(C)OC(N)=C(C#N)C1c1ccsc1 (stereo not given)
→ -13%, 0%, ?, -2%, -4%, 1.0, 0, -7%, 4%
Cc1ccc(C)c(NC(=O)CCc2ccc(C)o2)c1
→ -6%, -4%, -26%, 10%, 0%, -2.6, -2, 5%, 7%
COc1ccccc1C(=O)n1nc(C)cc1C
→ 1%, -9%, -10%, -8%, 2%, -2.2, -4, ?, -4%
O=C(c1ccc(Cl)c(Cl)c1)c1cnc(Nc2ccccc2)s1
→ -10%, 2%, 70%, 3%, 8%, -0.7, ., 8%, 7%
Cn1c(SCC(=O)NC2CCCCC2)nnc1-c1ccccc1F
→ -11%, -5%, 3%, -21%, -31%, -3.9, -11, -24%, 9%
CCCOc1ccc(CN(C)c2ncnc(N)n2)cc1
→ -9%, 5%, 0%, ?, -6%, -1.0, 0, 3%, 4%
COc1ccc2[nH]c(O)c(N=NC(=O)Cc3cccs3)c2c1
→ -13%, -10%, 18%, -9%, -2%[11.6 µM], 0.1, -69*, -4%, 0%
CN(C(=O)c1cc2n(n1)C(C(F)(F)F)CC(c1ccco1)N2)c1ccccc1 (stereo not given)
→ -8%, 0%, 28%, -10%, 0%, -0.1, 7, -2%, 1%
CC(=O)Nc1ccc(Sc2ccc([N+](=O)[O-])o2)cc1
→ 21µM*, -25%, -13%, -2%, -11%, -1.0, -3, ?, 5%
COC(=O)c1cc(Br)c(=O)n(CCc2ccc(F)cc2)c1
→ -8%, 1%, -11%, 3%, -21%, 1.9, 0, -13%, 17%
COc1cc(O)c(C(CC(=O)N2CCCCC2)c2cc(OC)c(OC)c(OC)c2)c(OC)c1 (stereo not given)
→ -3%, -4%, 12%, 21%, 3%, 0.7, -4, -16%, -4%
COc1ccccc1C(NC(=O)C1CCN(CCOc2ccccc2)CC1)c1ccccn1 (stereo not given)
→ 4%, -1%, -27%, 5%, 4%, 1.0, -3, 1%, -19%
O=C(CN1C(=O)COc2ccc(S(=O)(=O)N3CCCC3)cc21)NCc1ccccn1
→ -7%, -3%, 19%, -13%, ?, -2.2, 6, -11%, 0%
COc1nccnc1NS(=O)(=O)c1ccc(NCc2cc(Br)ccc2O)cc1
→ -26%, -2%, -9%, -14%, ?, -0.7, -9, -12%, -5%
COc1ccc(NS(=O)(=O)c2cc(C(=O)O)ccc2C)cc1
→ -3%, -2%, 8%, -1%, -10%[57.1 µM], -3.2, ., -12%, 5%
COc1ccc(CSc2nnc(C)s2)cc1F
→ 4%, -5%, -1%, -18%, 5%[57.1 µM], 0.8, -7, -3%, 2%
COc1ccccc1-c1nn(-c2ccccc2)cc1C(=O)N1CCc2ccccc2C1
→ -8%, ?, ?, -22%, -9%, -0.3, 13, -12%, 15%
O=C(CCCC(=O)Nc1ccccc1Br)N/N=C/c1c(F)cccc1Cl
→ 2%, 1%, -15%, -2%, -7%[57.1 µM], 0.2, 9, -5%, 9%
Cc1cc(C)cc(N(CCC#N)C(=O)CSc2nc3ccccc3c(=O)[nH]2)c1
→ -9%, 3%, -1%, -2%, 1%, -0.3, -3, -6%, -8%
ClCC1CSC(=NC23CC4CC(CC(C4)C2)C3)O1 (stereo not given)
→ -8%, 3%, ?, -11%, -12%, 0.5, 1, 0%, -1%
Clc1ccccc1COc1ccccc1-c1nnco1
→ -21%, 15%, 12%, -3%, 1%[57.1 µM], -2.5, -4, -4%, 4%
Nc1nonc1-n1nnc(C(=O)N/N=C/c2ccc3c(c2)OCO3)c1-c1ccccc1
→ 3%, 4%, 3%, -2%, 5%, 0.8, -7, -1%, -16%

Entries shown so far that have a thiophene ring, fused or not, in the order listed:
The line under a structure holds: PLK1 PBD block, aSyn yeast inh, FUS suppressor, EPAC1 antag, WRN inhibitor, IL-2 act, PI5P4K alpha inh, Abeta yeast res, EPAC1 agonist
COC(=O)C1=C(C)OC(N)=C(C#N)C1c1ccsc1 (stereo not given)
→ -13%, 0%, ?, -2%, -4%, 1.0, 0, -7%, 4%
COc1ccc2[nH]c(O)c(N=NC(=O)Cc3cccs3)c2c1
→ -13%, -10%, 18%, -9%, -2%[11.6 µM], 0.1, -69*, -4%, 0%

Next results:
The line under a structure holds: PLK1 PBD block, aSyn yeast inh, FUS suppressor, EPAC1 antag, WRN inhibitor, IL-2 act, PI5P4K alpha inh, Abeta yeast res, EPAC1 agonist
Nn1c(COc2ccccc2F)nnc1SCC(=O)NC1CCS(=O)(=O)C1 (stereo not given)
→ 0%, 0%, -3%, 11%, -2%, -4.1, -4, 6%, -8%
Cc1ccc(OCC(=O)Nc2ccc(S(=O)(=O)N3CCCC3)cc2)cc1
→ -8%, -1%, 5%, -5%, -3%, 0.1, 0, 12%, 11%
Cc1cc(C(=O)CN2C(=O)C(=O)N(C)C2=O)c(C)n1-c1cccc(S(=O)(=O)N2CCOCC2)c1
→ -14%, -8%, 39%, -3%, -6%, 1.5, -3, -11%, 12%
CCOC(=O)C1CCN(C(=O)c2ccc3c(c2)S(=O)(=O)c2ccccc2C3=O)CC1
→ -5%, -4%, 4%, -19%, -3%, 0.1, -4, -16%, 3%
CCCCn1c(CN2CCN(c3cccc(Cl)c3)CC2)nc2c1c(=O)[nH]c(=O)n2C
→ -8%, 0%, 38%, 9%, 4%, -1.2, ., 8%, 5%
N#CCCn1cc(/C=N/NC(=O)c2ccncc2)c(-c2ccc(F)cc2)n1
→ ?, 1%, 4%, -15%, 1%, -1.4, 0, -6%, 7%
CCOC(=O)Cn1c(=O)c2c(nc3n2CCCN3CCc2ccccc2)n(C)c1=O
→ -4%, 1%, 19%, -2%, -7%, 0.0, 1, -4%, -1%
O=C(c1ccc(C#CC2(O)CCCCC2)cc1)N1CCOCC1
→ -2%, -1%, 0%, 3%, 0%, 1.7, ., 26%, 3%
Cc1cccc2cc(C#N)c(SCC(=O)Nc3ccccc3N3CCOCC3)nc12
→ 2%, -1%, 19%, 7%, -9%, 0.0, 5, 7%, 1%
N/C(=N\OC(=O)COc1ccc(Cl)cc1)c1cccnc1
→ -4%, 5%, ., -5%, -25%, -0.4, 2, -17%, 3%
COc1ccc2c(c1)c1nc3n(c(=O)c1n2CC(=O)Nc1ccccc1)CCCS3
→ -8%, -4%, -22%, -11%, 5%, 0.5, -2, 0%, -13%
COC(=O)[C@]1(C)N[C@H](CN(C)C(=O)c2ccc(C(C)(C)C)cc2)[C@@H]2C(=O)N(C)C(=O)[C@@H]21
→ -4%, 0%, -18%, -1%, 4%, -0.5, 3, -16%, -24%
COc1ccc(CNC(=O)CN(c2ccc(OC)cc2)S(=O)(=O)c2c(C)[nH]c(=O)[nH]c2=O)cc1
→ -5%, -2%, 12%&6%, 11%, -3%, -0.2, 3, -9%&-3%, -5%
CCN(CC)C(=O)[C@H]1CC(CC(=O)NCC23CC4CC(CC(C4)C2)C3)C(=O)N2CCc3c([nH]c4ccc(OC)cc34)[C@]12C (stereo not given in full)
→ -18%, 11%, ?, -7%, -11%, -0.6, 6, 1%, 6%
C(=N\N1CCOCC1)/c1cccs1
→ -7%, 2%, ., -15%, -28%, 2.0, 1, 5%, -7%
CC1(C)CC(=O)C(C=Nc2ccccc2Sc2ccccc2)=C(O)C1
→ -10%, 0%, 16%, -10%, -4%, 0.7, 12, -1%, 21%
CC(C)(C)NS(=O)(=O)c1ccc(CCC(=O)N2CCCC2)cc1
→ 0%, -11%, 4%, -3%, 14%, -1.8, 0, -8%, -2%
COc1ccc(CCN(C)C(=O)c2ccc(COc3ccccc3)o2)cc1OC
→ 1%, 1%, 14%, 18%, 4%, -1.8, 0, 13%, 2%
COc1ccc2c(c1OC)C(=O)N(C(C)C(=O)O)C2=O (stereo not given)
→ -7%, 1%, -8%, 15%, 4%, -0.4, ., 8%, 4%
O=C(CCl)NC1(C(=O)O)CCCC1
→ -4%, 6%, -14%, 4%, -3%, -3.1, 2, 3%, 5%
CCOc1ccc(NC(=O)CC2C(=O)N(c3ccc(OC)cc3)C(=O)N2Cc2ccc(OC)cc2)cc1 (stereo not given)
→ -12%, 5%, -2%, -10%, -1%, 1.2, 2, 5%, -13%
CC[C@]12C(=O)N(C)C[C@H]([C@@H]3C(=O)N(Cc4ccccc4)C(=O)[C@@H]31)N2C(=O)c1ccc(C(F)(F)F)cc1
→ -5%, 1%, 27%, -9%, -3%, 0.2, 0, -20%, -12%

Hits appear at their usual frequency; any-hit rate near 4.1%.
